GIRK2 act: GIRK2 channel activators by thallium flux | AID 1259324 | P48051 | activation (% efficacy), % for hits at 37.5 µM | HEK293 GIRK2/NPY4 cells, thallium flux fluorescence | 34,000 tested, under 10 active;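 active = primary screen hit, no activity in plain HEK293 cells, and in GIRK2-only cells above 5% efficacy rising with concentration; inactive = the rest, including fluorescent compounds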;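 note: efficacy is normalized control-subtracted fluorescence 15 s after thallium addition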
Target sequence (P48051 whole entry, looked up): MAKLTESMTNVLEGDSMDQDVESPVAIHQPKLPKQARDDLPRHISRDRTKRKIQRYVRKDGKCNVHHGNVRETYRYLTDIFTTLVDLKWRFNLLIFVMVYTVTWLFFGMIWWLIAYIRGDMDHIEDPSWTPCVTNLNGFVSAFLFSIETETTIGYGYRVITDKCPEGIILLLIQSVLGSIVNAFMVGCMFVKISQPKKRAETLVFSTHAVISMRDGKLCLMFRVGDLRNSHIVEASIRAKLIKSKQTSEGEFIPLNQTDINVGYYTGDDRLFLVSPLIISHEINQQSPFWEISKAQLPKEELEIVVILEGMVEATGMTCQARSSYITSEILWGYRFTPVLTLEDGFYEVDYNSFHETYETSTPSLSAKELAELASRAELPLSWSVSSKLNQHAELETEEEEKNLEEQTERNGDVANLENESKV
Calls only; i = inactive. Some of the compounds tested; count on the stated rates, not on these rows.

SMILES	GIRK2 act
CN(C)/C=C1/SC(=NS(=O)(=O)c2ccccc2)N(C2CCCCC2)C1=O	i
COc1ccc(S(=O)(=O)CC(=O)Nc2nc3c(s2)CCc2ccccc2-3)cc1	i
C#CCn1c(=NC(=O)c2nn(C)cc2C)sc2cc(S(C)(=O)=O)ccc21	i
O=C(NCCC(c1ccccc1)c1ccccc1)c1nc(-c2cnccn2)no1	i
O=C(NCC(F)(F)F)C1CCN(C(=O)c2c(F)cccc2Cl)CC1	i
O=C(c1ccco1)N(CCCn1ccnc1)c1nc2ccccc2s1	i
CCOc1cccc2cc(C(=O)Nc3cc(C)no3)oc12	i
COc1cc(C(C)=O)ccc1OCC(=O)Nc1c(C)nc2ccccn2c1=O	i
O=S(=O)(c1cccnc1)N1CCN(Cc2nc(-c3ccco3)cs2)CC1	i
O=C(NCCS(=O)(=O)N1CCN(c2ncccn2)CC1)Nc1ccccc1	i
O=C(Cn1nc(-c2ccco2)c2sc(N3CCOCC3)nc2c1=O)Nc1ccc(F)c(Cl)c1	i
O=C(CSc1nnnn1-c1ccccc1F)N1CCOCC1	i
Cc1ccc(NC(=O)C(=O)NCCCN2CCOC(c3ccccc3)C2)cc1F (stereo not given)	i
NS(=O)(=O)c1ccc(CCNC(=O)Cc2csc(Nc3ccccc3)n2)cc1	i
O=C(c1ccco1)N(C(=O)N1CCCCC1)c1cccc(Cl)c1	i
O=C(c1ccc([N+](=O)[O-])cc1)N(C(=O)N1CCCCC1)c1cccc(Cl)c1	i
COc1cccc(C(=O)Nc2ccc(OC)c(N3CCCCC3=O)c2)c1	i
Cc1ncc2c(SCC(=O)NCc3ccco3)ncnc2n1	i
COCCN1CCC(CNS(C)(=O)=O)CC1	i
COc1ccc(NC(=O)CN2CC3CCC(C)(C2)C3(C)C)cc1 (stereo not given)	i
Cc1nc(Nc2ccc(NS(=O)(=O)c3cccc(Cl)c3)cc2)cc(-n2ccnc2)n1	i
Cc1noc(C)c1S(=O)(=O)N1CCC2(CC1)OCCN2S(=O)(=O)c1ccc(Cl)cc1	i
Cc1cc(NC(=O)CSc2nc(=O)n(N3CCN(C)CC3)c3c2CCC3)no1	i
COc1ccc(NC(=O)CSc2nnc(CCn3ccc(=O)[nH]c3=O)o2)cc1	i
CCCOc1cc(N2CCN(C(=O)c3cccc(Cl)c3)CC2)nc(C)n1	i
SMILES	GIRK2 act
COc1ccc(NC(=S)N2CCN(c3cccc(Cl)c3)CC2)c(OC)c1	i
CS(=O)(=O)N1CCC(C(=O)N2CCC(c3nnc(-c4ccc(F)cc4)o3)CC2)CC1	i
CSc1ccccc1C(=O)NCC(O)(c1ccco1)C1CC1 (stereo not given)	i
Clc1ccc(-c2nnn3c2nc(N2CCOCC2)c2ccccc23)cc1	i
O=C(Nc1ccc(-n2cnnn2)cc1)C1COCC(=O)N1Cc1ccccc1 (stereo not given)	i
CC(=O)NC(CCS(C)(=O)=O)C(=O)Nc1cc(C)ccc1C (stereo not given)	i
CCc1cnc2c(c1SCC(=O)N1CCC(Cc3ccccc3)CC1)c(=O)n(C)c(=O)n2C	i
O=S(=O)(c1ccc(Cl)cc1)N1CCC(c2nc(-c3ccc4c(c3)OCO4)no2)CC1	i
CCc1ccccc1NC(=O)C(=O)NCC1CCN(c2ncccn2)CC1	i
O=C(c1csc(Nc2ccccc2)n1)N1CCCC1	i
CCOC(=O)C1CCN(CC(O)COc2ccccc2Br)CC1 (stereo not given)	i
CC(C)c1ccc(NC(=O)N2CCN(c3ccc4nncn4n3)CC2)cc1	i
O=C(NCC1CCN(Cc2ccccc2)CC1)C(=O)NC1CCCC1	i
Cc1cc(C(=O)N(CCCN(C)C)c2nc3ccc(Cl)cc3s2)on1	i
COc1ccc(S(=O)(=O)CCC(=O)Nc2nc3c(C)ccc(C)c3s2)cc1	i
O=C(Cn1cnc(-c2cccs2)cc1=O)NCCn1nc(-c2ccco2)ccc1=O	i
O=C(c1cc2ccccc2o1)N(Cc1ccsc1)C1CC1	i
COC(=O)c1cccc(NC(=O)c2cccs2)c1	i
CC(NC(=O)C(=O)NCC1CCN(C(=O)NC(C)(C)C)CC1)c1ccccc1 (stereo not given)	i
CCn1c(SCC(=O)NC(C)(C)C)nnc1-c1cn(C)nc1OC	i
Cc1cc(NCCCn2ccnc2)n2nc(C(F)(F)F)c(-c3ccccc3)c2n1	i
O=C(CCS(=O)(=O)c1ccccc1)NCC1CCN(C(=O)Nc2ccc(F)cc2)CC1	i
CS(=O)(=O)N1CCCC1C(=O)N1CC(=O)Nc2ccccc21 (stereo not given)	i
CCOC(=O)C1CCc2sc(NC(=O)Cc3sc(C)nc3C)nc21 (stereo not given)	i
O=C(NCCC1=CCCCC1)C(=O)Nc1cccc([N+](=O)[O-])c1	i

Laid out differently: 4 of the compounds above
O=C(c1cc2ccccc2o1)N(Cc1ccsc1)C1CC1
  GIRK2 act = i

COC(=O)c1cccc(NC(=O)c2cccs2)c1
  GIRK2 act = i

CC(NC(=O)C(=O)NCC1CCN(C(=O)NC(C)(C)C)CC1)c1ccccc1 (stereo not given)
  GIRK2 act = i

CCn1c(SCC(=O)NC(C)(C)C)nnc1-c1cn(C)nc1OC
  GIRK2 act = i

Among those listed so far, seven contain fluorine:
SMILES	GIRK2 act
O=C(NCC(F)(F)F)C1CCN(C(=O)c2c(F)cccc2Cl)CC1	i
O=C(Cn1nc(-c2ccco2)c2sc(N3CCOCC3)nc2c1=O)Nc1ccc(F)c(Cl)c1	i
O=C(CSc1nnnn1-c1ccccc1F)N1CCOCC1	i
Cc1ccc(NC(=O)C(=O)NCCCN2CCOC(c3ccccc3)C2)cc1F (stereo not given)	i
CS(=O)(=O)N1CCC(C(=O)N2CCC(c3nnc(-c4ccc(F)cc4)o3)CC2)CC1	i
Cc1cc(NCCCn2ccnc2)n2nc(C(F)(F)F)c(-c3ccccc3)c2n1	i
O=C(CCS(=O)(=O)c1ccccc1)NCC1CCN(C(=O)Nc2ccc(F)cc2)CC1	i

Further entries follow:
SMILES	GIRK2 act
Cc1cc(C)n(CCNC(=O)c2cccn(C)c2=O)n1	i
O=C(Cc1csc(SCC(=O)c2ccccc2)n1)Nc1ccc(Cl)cc1	i
O=C1NC(=O)C2(CCN(S(=O)(=O)c3cccc(Cl)c3)CC2)N1	i
COc1ccc(Br)c(C(=O)NCC2CCN(S(=O)(=O)C3CC3)CC2)c1	i
COc1ccc(NC(=O)Cn2cc(OC)c(=O)cc2CSc2nnc(C)s2)cc1OC	i
CNC(=O)c1cccc(-c2noc(C3CN(C(=O)Cc4ccccc4Cl)C3)n2)c1	i
COc1nn(C)cc1-c1nnc(SCC(=O)Nc2ccccc2)n1C	i
CCOC(=O)c1ccc(NC(=O)Cc2csc(NC(=O)c3ccc(=O)[nH]c3)n2)cc1	i
Cn1nnnc1SCC(=O)NCc1nn(C)c(=O)c2ccccc12	i
Cc1cc(NC(=O)CSc2ccc(NC(=O)c3cccc(F)c3)nn2)on1	i
COc1ccc(-c2csc(SCc3ccc(C(=O)N4CCCC4)o3)n2)cc1OC	i
NS(=O)(=O)c1ccc(CCNC(=O)CCCn2nc(-c3ccco3)ccc2=O)cc1	i
COC(=O)CCc1c(C)nc2ncnn2c1C	i
COc1ccc(-c2nnc3ccc(OCCNC(=O)c4ccccc4)nn23)cc1OC	i
COc1cccc(-n2c(=O)[nH]c3c(C(N)=O)nc(-c4ccccc4[N+](=O)[O-])nc32)c1	i
CS(=O)(=O)N1CCC(C(=O)Nc2ccccc2NC(=O)c2cccs2)CC1	i
COc1cccc(NC(=O)NCC2CCN(c3ccccn3)CC2)c1	i
COC(=O)c1c(NC(=O)c2cc(C)no2)sc2c1CCCC2	i
COc1ccc(CNC(=O)Cn2cnc(-c3ccccc3)cc2=O)cc1	i
CS(=O)(=O)N1CCCc2cc(NC(=O)C3CCCCC3)ccc21	i
O=C(Nc1nc(CC(=O)N2CCCCC2)cs1)c1ccc(=O)[nH]c1	i
Cn1cccc1C(O)CNC(=O)c1ccccc1Br (stereo not given)	i
COc1ccc(-c2c(C)nn3c(NC(C)c4ccccc4)cc(C)nc23)cc1OC (stereo not given)	i
O=C(NCC1CCN(C(=O)/C=C/c2ccco2)CC1)c1cccc(Br)c1	i
O=C(Nc1ccc2c(c1)CN(S(=O)(=O)c1ccccc1)CC2)c1ccc2nsnc2c1	i
SMILES	GIRK2 act
O=S(=O)(CCCOc1ccc2c(c1)OCO2)N1CCN(c2ncccn2)CC1	i
Cc1ccc(NC(=O)C(=O)NCCc2ccccc2)cc1N1CCCC1=O	i
O=C(NCCn1nc(-c2cccnc2)ccc1=O)Nc1ccc(F)cc1	i
Cc1ccc(S(=O)(=O)N2CCC(c3nnc(-c4ccco4)o3)CC2)c(C)c1	i
CCC(=O)Nn1cnc2c(cnn2-c2cccc(Cl)c2)c1=O	i
O=C(CCCn1nc(-c2cccs2)ccc1=O)Nc1nc2ccccc2s1	i
O=C1CCc2cc(NC(=O)NCCc3ccccc3)ccc2N1	i
CCOC(=O)c1cn[nH]c1S(=O)(=O)N1CCc2ccccc21	i
CCC(=O)Nc1ccc(S(=O)(=O)NCCOc2ccc3nnc(C)n3n2)cc1	i
COc1ccc(S(=O)(=O)NCC(O)c2sccc2C)cc1Cl (stereo not given)	i
Cc1nnsc1C(=O)N1CCC(CNC(=O)/C=C/c2cccs2)CC1	i
COCc1c(C(=O)NC2CCCC2)nnn1-c1ccc(C)cc1	i
COc1ccc(CCNC(=O)NCC2CC(=O)N(c3ccc(Cl)cc3)C2)cc1 (stereo not given)	i
Cc1nc2ccc(NC(=O)CNC(=O)c3ccccc3)cc2c(=O)n1-c1ccc(Cl)cc1	i
O=C(Nc1cc(-c2ccco2)nn1-c1nc2c(c(=O)[nH]1)CCC2)C1CC1	i
Cc1cnnn1-c1ccc(NC(=O)C2CC(=O)N(c3ccccc3)C2)cc1 (stereo not given)	i
Cc1cc(NC(=O)CSc2cc(N3CCOCC3)ncn2)on1	i
CC12CC(NC(=O)N1c1cccc(C(=O)NC3CCCC3)c1)c1ccccc1O2 (stereo not given)	i
COc1ccc(NC(=O)CSCc2csc(NC(=O)Nc3cccc(C(F)(F)F)c3)n2)cc1	i
CC(C)Oc1ccc(C(=O)Nc2ccc3c(c2)N(C(=O)c2ccco2)CC3)cc1	i
CC1CS(=O)(=O)N(c2cccc(C(=O)Nc3ccccc3C(N)=O)c2)C1=O (stereo not given)	i
COc1ccc(NS(=O)(=O)c2c(C)cc(C)cc2C)cc1N1CCCC1=O	i
CC(Oc1ccccc1F)C(=O)NCCOc1cccc(C(F)(F)F)c1 (stereo not given)	i
CC(C)(C)n1ncc2c(=O)n(NC(=O)Cc3ccc(-c4ccccc4)cc3)cnc21	i
CCOC(=O)C1CCCN(CC(O)COc2ccccc2Br)C1 (stereo not given)	i
SMILES	GIRK2 act
O=C(CSC1=Nc2cccnc2Nc2ccccc21)Nc1cc(Cl)ccc1Cl	i
CC(C)S(=O)(=O)c1ccc(CC(=O)N2CCC(c3ccsc3)CC2)cc1	i
CN(C)c1cccc(C(=O)NCC2(c3cccs3)CCOCC2)c1	i
CSc1ncccc1C(=O)N1CCC(CNS(=O)(=O)CCc2ccccc2)CC1	i
COc1cc(C(C)=O)ccc1OCC(=O)NCCn1nc(-c2ccc(C)cc2)ccc1=O	i
CCCCOc1ccc(C(=O)NCC2CCN(Cc3ccco3)CC2)cc1	i
COc1ccc(CNC(=O)NCC(C)(O)c2ccc(-c3ccccc3)cc2)cc1 (stereo not given)	i
CCOc1ccc(-n2nnnc2CN2CCN(C(=O)c3c[nH]c4ccccc34)CC2)cc1	i
COCCNC(=O)Cn1nc2c(c1NC(=O)c1cc(Cl)ccc1OC)CSC2	i
CC(=O)N1CC(C(=O)NC(C)CCc2ccccc2)C1 (stereo not given)	i
O=C(Nc1ccc(C(F)(F)F)cc1)N1CCN(c2ccc(-c3ccco3)nn2)CC1	i
Cn1nc(NC(=O)c2ccc3c(c2)OCO3)c2c1NC(=O)CC2c1cccs1 (stereo not given)	i
COC(=O)c1ccc(CSc2ccnc3c2c(=O)n(C)c(=O)n3C)o1	i
CC(C)(C)C(=O)N1CCc2ccc(NS(=O)(=O)c3ccc4c(c3)OCCO4)cc21	i
CCOc1ccccc1N/C=C(\C#N)C(=O)NC1CCCCC1	i
O=C(NCCn1ncc2c(N3CCOCC3)ncnc21)c1ccco1	i
CC(O)(CNC(=O)c1cc(-c2ccccc2)on1)C1CC1 (stereo not given)	i
O=C(c1ccno1)N1CCN(c2nc3ccc([N+](=O)[O-])cc3s2)CC1	i
Cc1ccc(Oc2cccc(NS(=O)(=O)c3ccccc3)c2)nn1	i
CC(C)(C)n1nc2c(c1NC(=O)C(=O)NCc1ccc3c(c1)OCO3)CS(=O)(=O)C2	i
CC(=O)c1cccc(NC(=O)CSc2nccnc2N2CCSCC2)c1	i
O=S(=O)(NCCOc1ccc(-c2ccc(F)cc2)nn1)c1cccs1	i
CCOc1ccc(-n2nnnc2SCC(=O)Nc2ccc(F)cc2)cc1	i
CCOC(=O)C1CCN(c2ccc(S(=O)(=O)Cc3ccc(Cl)cc3)nn2)CC1	i
COc1ccc(-c2cc(=O)n(CC(=O)N3CCN(c4ccccc4OC)CC3)cn2)cc1	i
SMILES	GIRK2 act
Cc1ccc(S(=O)(=O)NCC(c2cccn2C)N2CCc3ccccc3C2)c(C)c1 (stereo not given)	i
Cc1ccc(NC(=O)NCCn2nc(-c3cccs3)ccc2=O)c(C)c1	i
COCCNC(=O)C(=O)NCC1CCN(Cc2ccccc2)CC1	i
COc1ccc(CCNC(=O)NCCC(O)c2ccco2)cc1 (stereo not given)	i
O=C1CCCCN1c1cccc(NS(=O)(=O)c2ccccc2)c1	i
Cc1cc(C)n(CCNC(=O)C2CN(C(=O)c3c[nH]c4ccccc34)C2)n1	i
Cc1ccc(Oc2ccc(NC(=O)CCc3ccccc3)cc2)nn1	i
COc1ccc(OC)c2sc(N(CCN3CCOCC3)C(=O)c3snnc3C)nc12	i
